H37Rv inhibition: M. tuberculosis growth inhibition, HTS (AID 449762). M. tuberculosis H37Rv growth inhibition, 7H9 media; higher % means a stronger effect. inhibition, % at 25 µM; hits with a dose series show IC50 in µM. 330,000 tested, 0.59% active; in the data active means a potency from the dose series; inconclusive means inhibition above about 70% without an active follow-up result;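 further: bacterial growth assessed after seven days of incubation; strong numbers were not always called active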
PhoP GFP inhibition: PhoP regulon inhibitors, Salmonella typhi PhoP promoter GFP reporter, confirmatory (AID 1850) | 310,000 tested, 0.33% active | inhibition, % at 50 µM, or IC50 in µM where a hit was titrated | Salmonella Typhi PhoP-promoter GFP reporter, fluorescence, 4 h; higher % means a stronger effect; in the data active means a potency from the dose series; inconclusive means inhibition mostly from about 25% at the one dose, without a potency; inactive means the rest, 99 in 100 with inhibition below about 19%;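 further: 0% = induced wells with vehicle and 100% = uninduced wells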
M. tuberculosis: growth inhibition of non-replicating M. tuberculosis (AID 488890); Mycobacterium tuberculosis non-replicating, growth inhibition; higher % means a stronger effect; one-dose inhibition, % at 25 µM; IC50 in µM for titrated hits; 320,000 tested, 0.39% active; in the data active means a potency from the dose series; inconclusive means inhibition mostly from about 82% at the one dose, without a potency; inactive means the rest, 99 in 100 with inhibition below about 76%;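 further: plate controls were DMSO cells for no effect and high antibiotic wells for full effect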
influenza NS1A: H1N1 influenza NS1A inhibitors, functional cell based assay (AID 504329). NS1A functional cell-based assay, percent inhibition; higher % means a stronger effect. one-dose inhibition, % at 12.5 µM; IC50 in µM for titrated hits. 340,000 tested, 0.3% active; in the data active means a potency from the dose series; inconclusive means inhibition above about 27% without an active follow-up result; further: strong numbers were not always called active
VEEV TC-83 Vero: inhibitors of VEEV TC-83 cytopathic effect, confirmation, Vero cells (AID 588727). Vero cells, VEEV TC-83 cytopathic effect inhibition; higher % means a stronger effect. inhibition, % at 20 µM, or IC50 in µM where a hit was titrated. 350,000 tested, 0.13% active; in the data active means a potency from the dose series; inconclusive means inhibition mostly from about 14% at the one dose, without a potency; inactive means the rest, 99 in 100 with inhibition below about 12%; further: strong numbers were not always called active
VEEV TC-83 Vero 10K pilot screen: second read-out of VEEV TC-83 Vero, no call of its own (marks repeat the call); inhibition, %; measured here: 10K pilot screen inhibition
The depositor's hits bear a star; i = inactive; ? = inconclusive; / = no result given.

SMILES	H37Rv inhibition	PhoP GFP inhibition	M. tuberculosis	influenza NS1A	VEEV TC-83 Vero	others
CC(C)(C)OC(=O)N1CCN(C(=O)c2[nH]cnc2C(=O)Nc2ccc(Cl)cc2)CC1	4%	/	47%	-20%	1.5%
Cc1noc(C)c1NC(=O)Nc1ccc2c(c1)C(=O)N([C@H](C)CO)C[C@H](C)[C@@H](CN(C)S(=O)(=O)c1ccc(F)cc1)O2	-1%	/	22%	3%	0.4%
Cc1cc(C)c(C(=O)COC(=O)Cn2c(C)csc2=O)cc1C	-3%	-6%	-1%	-3%	3.4%
Cn1c(COc2ccccc2)nnc1SCC(=O)Nc1ccc(N2CCOCC2)cc1	4%	3%	-2%	-5%	1.5%
CCOC(=O)c1ccccc1NC1c2ccccc2C(=O)N1c1cc(C)ccn1 (configuration not stated)	-13%	0%	-7%	1%	1.8%
COc1ccc(C=NN=C2c3ccccc3-c3ccccc32)cc1O	/	/	/	2%	25%
O=[N+]([O-])c1ccc(/C=N/Nc2nc(-c3ccccc3)c3cc(Br)ccc3n2)o1	?	-3%	-29%	-5%	7.2%
CCOc1ccc(S(=O)(=O)N2CCC(C(=O)NCc3cccnc3)CC2)cc1C	-11%	6%	-7%	2%	0.7%
COc1ccc(C2N=C(Nc3ccc(C)cc3)Nc3nc(C)cc(=O)n32)cc1 (configuration not stated)	8%	-5%	23%	0%	6.1%
O=C(COc1ccccc1)N(Cc1nnc(-c2ccccc2Cl)o1)C1CC1	-11%	14%	62%	-8%	10%
CCN(c1ccccc1)S(=O)(=O)c1ccc(Cl)c(C(=O)N2CCCC2)c1	-9%	/	8%	-8%	1.4%
C/C(=N\NC(=S)Nc1ccc(C)cc1)c1cccc(N)c1	?	12%	-2%	3%	9.6%
CCC(=O)N(CCc1ccccc1)Cc1cc2cccc(C)c2[nH]c1=O	-4%	2%	-3%	4%	0.4%
CC1CCCC(NS(=O)(=O)c2cccc3nsnc23)C1C (configuration not stated)	-10%	4%	11%	9%	0.5%
NC(=O)NC(=O)COC(=O)CCCSc1nc2ccccc2s1	-2%	14%	73%	2%	0.0%
O=C(COC(=O)c1ccc(F)c([N+](=O)[O-])c1)NC(=O)NCc1ccccc1	69%	/	?	-7%	?
COc1ccccc1N(C(=O)c1snc(C(N)=O)c1N)C(C(=O)NCc1ccccc1)c1ccc(O)cc1 (configuration not stated)	/	/	/	8%	8.2%
Cn1nnnc1SCC(=O)NCCc1ccc(Cl)cc1	1%	0%	6%	8%	1.3%
COc1ccc(CNC(=O)CSc2nnc(NC(=O)C3CC3)s2)cc1	0%	-1%	47%	10%	3.9%
Cc1ccc(OCc2nnc(SC(C)C(=O)O)n2Cc2ccccc2)cc1 (configuration not stated)	-6%	-4%	5%	1%	0.2%
COc1ccc(CO[C@@H]2O[C@H](CO)[C@@H](O)[C@H](O)[C@H]2NC(C)=O)cc1OC	-1%	7%	-8%	-1%	0.4%
CN(CC1CCCO1)S(=O)(=O)c1ccc(C(=O)Nc2ccc([N+](=O)[O-])cc2)cc1 (configuration not stated)	17%	-6%	44%	-7%	1.9%
O=C1/C(=C\c2cccnc2)CN(Cc2ccccc2)C/C1=C\c1cccnc1	?	-11%	?	/	/
NCC(=O)NCC(=O)NC1(C(=O)O)CCCC1	/	/	/	5%	0.2%
Cc1ccc(OCC(=O)Nc2cccc3nsnc23)c(C)c1	2%	16%	-5%	-5%	3.8%
Cc1cc(C(=O)Nc2ccncc2)c(C)o1	/	/	/	1%	i
Cc1cc2c(ncn2Cc2ccccc2)c([N+](=O)[O-])c1C	-17%	11%	45%	6%	i
CC(C)(O)C1C2OC(=O)C1C1(O)CC3OC34C(=O)OC2C14C (configuration not stated)	/	/	/	1%	0.6%
Nc1ccc2c(c1)CCC2=O	-1%	4%	3%	0%	2.6%
Cc1cccc(C(=O)O)c1NC(=O)c1ccc(F)cc1	-3%	-7%	-2%	1%	0.9%
CCOc1ccccc1N(C(=O)c1snc(C(N)=O)c1N)C(C(=O)NCc1ccccc1)c1ccc(O)cc1 (configuration not stated)	/	/	/	11%	3.2%
CC(C)(C)OC(=O)CNC(=O)c1[nH]cnc1C(=O)NCC(=O)OCc1ccccc1	2%	17%	37%	-5%	11%
COc1cc(OC)cc(-c2nc3cc(C)ccc3o2)c1	54%	-13%	9%	-9%	i	VEEV TC-83 Vero 10K pilot screen=2.9
O=C(Cc1csc(N2CCOCC2)n1)N/N=C/c1ccccc1C(=O)O	-2%	2%	-2%	-1%	1.5%
Cc1cc(C)c(S(=O)(=O)N2CCN(S(=O)(=O)N3CCOCC3)CC2)c(C)c1	-2%	4%	-15%	4%	0.1%
O=C(Nc1ccc(F)cc1)N1CCN(C/C=C/c2ccccc2)CC1	1%	-15%	53%	12%	4.4%
Cc1nc2ccccc2c2nc3ccccc3n12	34µM*	-1%	73%	4%	6.9%
Cc1cc(Cl)c(OCCCCNC(C)(C)C)c(Br)c1	4%	0%	37%	/	/
O=C(CNc1ccc(F)cc1F)NC(=O)NCc1ccco1	9%	-12%	29%	-2%	1.6%
CN1CCC(OC(=O)COc2ccc(C(C)(C)C)cc2)CC1	34%	-2%	47%	1%	3.2%
COc1ccc(C2C3=C(CCCC3=O)Nc3nc(-c4cc(OC)c(OC)c(OC)c4)nn32)cc1OC (configuration not stated)	10%	7%	15%	7%	7.9%
Cc1ccccc1/C=C/C(=O)c1ccc([N+](=O)[O-])o1	?	11%	?	/	/
CCC(C(=O)OC)n1cnc2c(nnn2-c2cccc(Cl)c2)c1=O (configuration not stated)	-1%	8%	20%	-2%	i	VEEV TC-83 Vero 10K pilot screen=1.5
COC(=O)c1ccc(CNC(=O)CSc2nc3sc(C)c(C)c3c(=O)n2C)o1	3%	-6%	5%	5%	i
CC1Cc2ccccc2N1CC(=O)Nc1ccc(N2CCOCC2)cc1 (configuration not stated)	8%	-9%	43%	4%	1.9%
Cc1cc(NC(=O)CSc2nnc(-c3c[nH]c4ccccc34)n2-c2ccc(F)cc2)no1	-3%	0%	-38%	-1%	i
CCc1cccc(NC(=S)N2CCC(c3ccccc3)C2)c1 (configuration not stated)	6%	2%	45%	-2%	1.4%
COC(=O)c1ccc(CN(c2ccc(OC)cc2)S(=O)(=O)c2ccccc2)cc1	13%	4%	-2%	-3%	1.4%
O=C(COc1ccc(S(=O)(=O)N2CCOCC2)cc1Cl)NCCN1CCOCC1	1%	6%	-16%	9%	1.3%
CCn1ccnc1CN(C)C(=O)c1ccc(OC2CCN(CCc3ccccc3)CC2)cc1	-6%	-7%	-2%	-2%	i
COc1ccccc1N1CCN(C(=O)C2CCN(S(=O)(=O)c3ccccc3)CC2)CC1	-6%	-12%	15%	-9%	0.2%
Cc1ccccc1-n1c(SCC(=O)NC(N)=O)nc2sc(-c3ccccc3)cc2c1=O	0%	-1%	-4%	1%	8.9%
Cc1ccc(NC(=O)C(c2ccccc2)N(C)C)cc1Cl (configuration not stated)	-9%	3%	24%	1%	1.5%
COC(=O)C1CN(C(=O)C(C)Oc2ccccc2Cl)c2ccccc2O1 (configuration not stated)	7%	-10%	25%	15%	1.5%
O=C(COC(=O)c1cccs1)NCCN1C(=O)CSC1=O	-12%	-16%	/	2%	1.9%
CC(=O)N1CCN(c2ccc(NC(=O)c3ccc(OCc4ccccc4)cc3)cc2)CC1	5%	-6%	49%	-9%	0.9%
COC(=O)C1=C(N)OC2=C(C(=O)CCC2)C1c1ccc2c(c1)OCO2 (configuration not stated)	11%	-3%	5%	-7%	0.4%
N#Cc1c2n(c3c(=O)n(Cc4ccc(Cl)cc4)cnc13)CCCCC2	5%	7%	29%	-14%	8.3%
NC(=O)CC(NC(=O)Cc1ccc(Cl)cc1)c1ccc(NCCc2ccccc2F)c([N+](=O)[O-])c1 (configuration not stated)	4%	-6%	-9%	5%	4.4%
O=C(Nc1ccc(Cc2nc3ccccc3s2)cc1)c1ccncc1	8%	-2%	25%	-6%	1.8%
(listing goes on)
SMILES	H37Rv inhibition	PhoP GFP inhibition	M. tuberculosis	influenza NS1A	VEEV TC-83 Vero	others
COC(=O)c1ccc(-c2ccc(C(c3c(C)[nH][nH]c3=O)c3c(C)[nH][nH]c3=O)o2)cc1	?	13%	/	8%	5.2%
COc1cc(C)c(NC(=S)Nc2ccc(C)c(Cl)c2)cc1OC	56%	-4%	?	4%	i
CN(C)c1oc(/C=C/c2cccs2)nc1S(=O)(=O)c1ccccc1	18%	-3%	21%	-18%	6.0%
CC1=C(C(=O)Nc2ccccc2C)C(c2cccs2)NC(=S)N1 (configuration not stated)	-8%	-4%	-9%	4%	1.0%
CCc1ccccc1NC1=NCC(=O)N1Cc1ccccc1	1%	5%	15%	-5%	2.6%	VEEV TC-83 Vero 10K pilot screen=1.7
COc1ccc(-c2noc(C(C)NC(=O)c3ccco3)n2)cc1OC (configuration not stated)	1%	10%	0%	1%	2.2%
Cc1[nH]c2ccccc2c1CN1CCCCC1	/	/	/	0%	0.3%
CCCCN(C(=O)c1cccc2c(=O)c(C)c(-c3ccccc3)oc12)c1ccccc1	/	/	/	-13%	2.8%
O=C1c2ccccc2C(=O)c2c(/C=C/N3CCCCC3)ccnc21	/	/	/	1%	13%
CC(=O)c1ccc(S(=O)(=O)N(C)CCCC(=O)N2CCN(c3ncccn3)CC2)cc1	-13%	/	8%	1%	0.4%
Cc1nn2c(NCCCN(C)C)c3c(nc2c1-c1ccccc1)CCC3	?	4%	/	-2%	i
C[C@H](NC(=O)c1ccccc1Cl)C(=O)OCC(=O)NNC(=O)c1cccs1	6%	-1%	25%	2%	1.6%
Cc1cccc(C(=O)Nc2nnc(COc3ccccc3)s2)c1	4%	5%	15%	-17%	1.7%
Cc1ccc2[nH]c(=O)c(CNC(C)(C)C)cc2c1	3%	-20%	10%	2%	i
O=C(NC(C(=O)N1CCCC1C(=O)O)=C1CCCCC1)c1ccccc1 (configuration not stated)	-4%	10%	-8%	-4%	0.7%

2 successive entries from above:
SMILES	H37Rv inhibition	PhoP GFP inhibition	M. tuberculosis	influenza NS1A	VEEV TC-83 Vero	others
COC(=O)c1ccc(-c2ccc(C(c3c(C)[nH][nH]c3=O)c3c(C)[nH][nH]c3=O)o2)cc1	?	13%	/	8%	5.2%
COc1cc(C)c(NC(=S)Nc2ccc(C)c(Cl)c2)cc1OC	56%	-4%	?	4%	i

(more compounds)
SMILES	H37Rv inhibition	PhoP GFP inhibition	M. tuberculosis	influenza NS1A	VEEV TC-83 Vero	others
CC(=O)Nc1ccc(S(=O)(=O)N2CCN(Cc3nc4sc(C)c(C)c4c(=O)[nH]3)CC2)cc1	0%	7%	-1%	-14%	i
Cc1ccc(S(=O)(=O)N(C)CCCC(=O)Nc2ccc(F)cc2)cc1	-6%	-10%	/	-5%	i
CC(NCc1ccc(Cl)c(Cl)c1)C(O)c1ccccc1 (configuration not stated)	2%	62µM*	15%	6%	i
Cc1ccc(S(=O)(=O)NCCc2cn3nc(C)c(C)nc3n2)cc1C	3%	5%	-9%	-5%	6.8%
COC(=O)c1ccc(Nc2ncnc3sccc23)cc1	7%	0%	12%	-18%	2.4%
COc1ccccc1OCCn1c(=O)n(C)c2ccccc21	3%	6%	-12%	-8%	7.1%
O=C(Nc1cccc(S(=O)(=O)N2CCOCC2)c1)C1CCCN(C(=O)c2ccc(Cl)cc2)C1 (configuration not stated)	-1%	12%	12%	11%	i
Cc1ccc(NC(=O)NCc2cccnc2)cc1Cl	-21%	-7%	6%	-2%	4.0%
O=C(O)c1ccc2c(c1)C(=O)N(c1cccc(S(=O)(=O)Nc3cccc(C(F)(F)F)c3)c1)C2=O	-3%	1%	-13%	10%	1.4%

6 records drawn at random from the list so far:
SMILES	H37Rv inhibition	PhoP GFP inhibition	M. tuberculosis	influenza NS1A	VEEV TC-83 Vero	others
Cc1ccc(S(=O)(=O)N(C)CCCC(=O)Nc2ccc(F)cc2)cc1	-6%	-10%	/	-5%	i
COc1ccccc1OCCn1c(=O)n(C)c2ccccc21	3%	6%	-12%	-8%	7.1%
Cc1ccc(NC(=O)NCc2cccnc2)cc1Cl	-21%	-7%	6%	-2%	4.0%
COC(=O)c1ccc(Nc2ncnc3sccc23)cc1	7%	0%	12%	-18%	2.4%
CC(NCc1ccc(Cl)c(Cl)c1)C(O)c1ccccc1 (configuration not stated)	2%	62µM*	15%	6%	i
O=C(Nc1cccc(S(=O)(=O)N2CCOCC2)c1)C1CCCN(C(=O)c2ccc(Cl)cc2)C1 (configuration not stated)	-1%	12%	12%	11%	i
